Compound activity (PubChem)
GLP1R cytotox = cytotoxic in the GLP-1 receptor inverse agonist counter-screen | AID 624418 | HEK293 cAMP-luciferase reporter cells, luminescence, 24 h | 410,000 compounds, 0.13% hits | Potency, µM (series often up to 38.3 µM), inactives show top-dose activity change, negative = inhibition, actives largely listed as inhibitors;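 also: loss of luciferase light is scored as toxicity; potency is read from the fitted curve at half-maximal effect; % is scaled to controls: 0 for no effect and ±100 for the full control effect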
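MLSMR compounds, 24 hr on cells at 37 deg C/5% CO2; luminescence after luciferase reagent (12 min RT). Inhibition counted as the undesired cytotoxic outcome.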
KB-V1 MDR tox = kills drug-selected multidrug resistant KB-V1 cells | KB-V1 MDR cells viability, CellTiter-Glo, 72 h | 400,000 compounds, 3.4% hits | Potency, µM (titrated, usually from 46.1 µM), without a hit: at the highest dose activity change, negative = cytotoxicity, actives largely listed as cytotoxic; also: potency is read from the fitted curve at half-maximal effect; % is scaled to controls: 0 for no effect and ±100 for the full control effect; nearly all actives have a fitted effect of over 60% in size
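Cytotoxicity toward P-gp-expressing KB-V1 cells was determined as loss of CellTiter-Glo luminescence after 72 h at 37 degrees C. Compounds were tested in quantitative HTS format across a concentration range, with curves fitted to normalized data.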
MCF10A rereplic = DNA re-replication induction in MCF 10a cells; AID 624296; MCF 10A DNA re-replication, Hoechst nuclear intensity, 48 h; Potency, µM (top dose mostly 46.1 µM), for the others: at the highest dose activity, positive = re-replication, hits mostly activators; 350,000 compounds, 2.9% hits; also: potency is read from the fitted curve at half-maximal effect; % of control where 0% means no effect; nearly all actives have a fitted effect of over 50% in size
HT1080 IDH1KD tx = toxicity to HT-1080 IDH1 knockdown cells (counter line); HT-1080 IDH1 knockdown viability, ATP luminescence, 48 h; Potency, µM (highest dose often 46.1 µM), for inactives: at the highest dose activity, negative = toxicity, most hits filed as cytotoxic; 360,000 compounds, 2% hits; AID 686971;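 also: potency is read from the fitted curve at half-maximal effect; 0% = DMSO wells and -100% = cell-free medium wells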
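Assay cells: HT-1080 with IDH1 knockdown, 750 per well, RPMI/5% FBS. Exposure: 48 h at 37 °C following 2 h pre-incubation. Read: CellTiter-Glo luminescence; fitted concentration-response, curve class assigned.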
IL-1B inflam inh = blocks inflammasome-driven IL-1 beta release; THP-1 LPS/ATP IL-1B secretion, AlphaLISA, 16 h; hits give low values; activity change, % at 57.5 µM; 360,000 compounds, 4.7% hits; AID 743279; in the data active = activity change below about -50%; inconclusive = mostly about -30% to -49%; also: % is scaled to controls: 0 for no effect and ±100 for the full control effect
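Secreted IL-1B measured by AlphaLISA bead assay after 16 h compound exposure of THP-1 cells; compounds (final up to 57.5 uM) added 1 h before LPS (250 ng/mL) and ATP (1.25 mM) stimulation; lower signal means less secretion.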
KB-3-1 cytotox = kills parental KB-3-1 adenocarcinoma cells | KB-3-1 viability, CellTiter-Glo ATP luminescence, 72 h | Potency, µM (titrated, usually from 46.1 µM), for inactives: at the top dose activity change, negative = cytotoxic, most hits filed as cytotoxic | 400,000 compounds, 1.4% hits; also: potency is read from the fitted curve at half-maximal effect; % is scaled to controls: 0 for no effect and ±100 for the full control effect; nearly all actives have a fitted effect of over 60% in size
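Cytotoxicity in the drug-sensitive parental line KB-3-1 was scored as loss of CellTiter-Glo luminescence following 72 h incubation with compound. Values come from curve fitting of normalized concentration-response data.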
SW480 rerep = DNA re-replication induction in SW480 cells. SW480 DNA re-replication, Hoechst DNA content imaging, 48 h. Potency, µM (top dose mostly 46.1 µM), inactives show top-dose re-replication activation, most hits filed as activators. 340,000 compounds, 1.8% hits. AID 624297; also: potency is read from the fitted curve at half-maximal effect; % of control where 0% means no effect; nearly all actives have a fitted effect of over 55% in size
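Readout is total intensity of Hoechst-stained nuclei, excited at 405 nm and collected at 500-530 nm. Compound treatment lasted 48 hr at 37 C in 5% CO2 before staining.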
D3 ag = D3 dopamine receptor (human) agonism | D3R DiscoveRx beta-arrestin cells, luminescence, 90 min | max activation, % | 410,000 compounds, 0.58% hits | AID 652048; in the data active = max activation above about 30%; also: 0% is about no effect; mostly tested at two doses, the higher about 12 µM
Target sequence (P35462 whole entry, looked up): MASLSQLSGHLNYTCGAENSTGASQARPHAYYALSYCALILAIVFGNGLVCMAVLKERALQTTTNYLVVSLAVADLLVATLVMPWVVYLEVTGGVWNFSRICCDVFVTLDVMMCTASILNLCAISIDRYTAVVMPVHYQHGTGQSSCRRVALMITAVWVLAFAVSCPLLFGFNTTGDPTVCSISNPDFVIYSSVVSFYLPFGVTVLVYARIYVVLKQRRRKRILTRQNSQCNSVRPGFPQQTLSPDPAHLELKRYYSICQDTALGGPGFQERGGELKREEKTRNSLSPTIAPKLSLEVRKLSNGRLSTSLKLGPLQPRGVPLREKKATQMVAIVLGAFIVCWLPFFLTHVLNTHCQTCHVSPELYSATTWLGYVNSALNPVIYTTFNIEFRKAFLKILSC
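Agonist-mode cell screen: cells plated at 1500/well and incubated overnight at 37 °C, then exposed to library compounds for 90 min at 37 °C. Detection reagent was added for 30–60 min at room temperature, and luminescence was read.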
HT1080NT lethal = kills 2HG-producing HT-1080-NT fibrosarcoma cells; HT-1080-NT fibrosarcoma viability, CellTiter-Glo ATP luminescence, 48 h; Potency, µM (highest dose often 46.1 µM), for inactives: at the top dose activity, negative = less viability, actives largely listed as cytotoxic; 360,000 compounds, 1.6% hits; AID 686970;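 also: NT is the 2HG producing partner of a matched IDH1 knockdown line; potency is read from the fitted curve at half-maximal effect; 0% = DMSO-treated cells and -100% = media-only wells without cells; nearly all actives have a fitted effect of over 55% in size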
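A 48-hour cytotoxicity screen used HT-1080-NT cells plated 2 hours before compound delivery. ATP-based CellTiter-Glo luminescence measured viability, normalized to DMSO and no-cell controls.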
* hit, by the source's call; i = inactive; ? = inconclusive; . = no result given; & = joins results of further samples; [ ] = another dose, or the depositor's remark. Unless noted, calls follow the shape of the dose curve; as a rule, active = well fitted curve in the direction sought with a large enough effect; inconclusive = small, poorly fitted or top-dose-only effect, or another doubt; inactive = no such curve, though single readings can be large; an effect the other way counts as inactive or inconclusive.

SMILES,GLP1R cytotox,KB-V1 MDR tox,MCF10A rereplic,HT1080 IDH1KD tx,IL-1B inflam inh,KB-3-1 cytotox,SW480 rerep,D3 ag,HT1080NT lethal
Cc1cccc(S(=O)(=O)Nc2nc3ccccc3nc2NCC2CCCO2)c1 (configuration not stated),-5%,-8%,-1%,-6%,-11,-4%,-9%,0,-14%
CCN(CCC(=O)Nc1ccc(Br)c(C)c1)Cc1ccccc1,-21%,?,-1%,?,?,?,2%,-16,15µM*
Cc1ccc(C2(c3ccccc3)NC(=O)N(CC(=O)NC3CCS(=O)(=O)C3)C2=O)cc1C (configuration not stated),-21%,1%,0%,0%,-11,8%,-3%,-1,-1%
CC(OC(=O)CCC1CCCC1)C(=O)Nc1ccccc1[N+](=O)[O-] (configuration not stated),-1%,0%,-1%,9%,4,8%,-58%[inhibitor],5,17%
CCC1CN(C(=O)N2CCC(C(=O)NCc3ccco3)CC2)c2cc(C)ccc2O1 (configuration not stated),-13%&17%,-30%,0%,-11%,0,-4%,-3%,4&0,-1%
Cc1oc2ncn(C)c(=O)c2c1C(=O)NCCCN1CCCCC1C (configuration not stated),-15%,?,.,.,.,-1%,.,-3,.
CCOCCCNC(=O)NC12CC3CC(CC(C3)C1)C2,2%,7%,0%,-4%,-4,-4%,-8%,-11,-11%
O=c1cc(Cc2nnc(SCc3ccccc3)n2-c2ccc(Cl)cc2)[nH]c(=O)[nH]1,5%,11%,-1%,2%,7,14%,-3%,-5,0%
Cc1ccc2c(CC(=O)N3CCN(c4cccc(Cl)c4)CC3)coc2c1C,10%,8%,.,.,.,-2%,.,1,.
O=C(NCCc1c[nH]c2ccccc12)Nc1cccc2ccccc12,7%,-1%,2%,-18%,-5,0%,-1%,1,-10%
CC(NC(=O)COC(=O)/C=C/c1ccc(Cl)cc1)c1ccccc1 (configuration not stated),-5%,0%,-2%,2%,5,0%,-3%,0,0%
COCCCN1CCN(C2Cc3ccccc3Sc3ccc(Cl)cc32)CC1 (configuration not stated),?,?,?,-11%,-12,?,28%,-17,-2%
Cc1cc(SCC(=O)Nc2ccc(C(F)(F)F)cc2)nc(=O)[nH]1,-14%,24%,.,.,.,-30%,.,-8,.
CCOC(=O)C1CCN(S(=O)(=O)c2ccc(Cl)nc2)CC1,-2%,-9%,-1%,-3%,2,11%,2%,6,5%
COc1cccc(/C(C)=N/NC(=O)c2cc(-c3cccnc3)nc3ccccc23)c1,0%,3%,-5%,6%,6,6%,-3%,-3,5%
COc1ccc(C(=O)NCC(=O)OCC(=O)Nc2c(C)n(C)n(-c3ccccc3)c2=O)cc1,0%,4%,0%,-1%,17,1%,-1%,2,?
COc1ccc(C)cc1S(=O)(=O)Nc1cccc(C)c1,11%,6%,5%,14%,9,-9%,-2%,8,?
NS(=O)(=O)c1ccc(CCNC(=O)c2ccc(Cl)nc2)cc1,-10%,0%,7%,2%,28,-19%,-7%,-12,2%
CCc1cc(C(=O)NNC(=S)Nc2ccccc2C)cs1,-25%,3%,?,15%,-3,-6%,?,-6,0%
Cc1ccc(C(=O)NNC(=O)c2ccccc2)cc1S(=O)(=O)N1CCCCC1,-8%,0%,-5%,4%,8,-2%,-10%,1,7%
CCOC(=O)c1sc(NC(=O)CN2CCCC2)c(C(=O)OCC)c1C,19%,3%,18%,21%,-5,-1%,-5%,8,12%
C#CCOc1ccc(C2C3=C(CC(C)(C)CC3=O)N(CC(=O)O)C3=C2C(=O)CC(C)(C)C3)cc1OC,1%,-20%,-1%,5%,9,4%,-5%,7,2%
Cc1cccc(C)c1NC(=O)CC(C)c1ccccc1 (configuration not stated),16%,7%,3%,14%,-22,1%,-5%,-9,11%
Cc1cc(C)c(S(=O)(=O)n2cnc(C)c2)c(C)c1,-16%,19%,.,.,.,0%,.,9,.
Cc1ccc(NS(=O)(=O)c2cccc3nsnc23)cc1,-1%,-24%,4%,12%,23,-1%,-5%,4,6%
CC(=O)N1CCc2cc(S(=O)(=O)NC(C(=O)N3CCN(c4ccccc4F)CC3)C(C)C)ccc21 (configuration not stated),7%,7%,0%,3%,20,-2%,-4%,4,9%
COc1ccc(-c2cc(C(=O)N(C)Cc3ccccc3F)c3ccccc3n2)cc1OC,?,16µM*,?,-19%,?,-20%,3%,-1,-13%
CCc1ccc(-n2nc3cc(C)c(NC(=O)c4cccc5ccccc45)cc3n2)cc1,7%,?,.,.,.,9%,.,12,.
CCS(=O)(=O)Nc1cccc(C2=NN(C(C)=O)C(c3cccs3)C2)c1 (configuration not stated),-2%,-10%,-19%,-1%,-9,-6%,-16%,-2,-12%
CCN(CC)S(=O)(=O)c1ccc2[nH]cc(C(=O)NCCCN3CCCCC3)c(=O)c2c1,4%[1.53 µM],-1%,7%,-10%,1,?,7%,-18,0%

Ten structures out of the list, ordered by molecular weight, falling:
SMILES,GLP1R cytotox,KB-V1 MDR tox,MCF10A rereplic,HT1080 IDH1KD tx,IL-1B inflam inh,KB-3-1 cytotox,SW480 rerep,D3 ag,HT1080NT lethal
CC(=O)N1CCc2cc(S(=O)(=O)NC(C(=O)N3CCN(c4ccccc4F)CC3)C(C)C)ccc21 (configuration not stated),7%,7%,0%,3%,20,-2%,-4%,4,9%
CCN(CC)S(=O)(=O)c1ccc2[nH]cc(C(=O)NCCCN3CCCCC3)c(=O)c2c1,4%[1.53 µM],-1%,7%,-10%,1,?,7%,-18,0%
COc1ccc(-c2cc(C(=O)N(C)Cc3ccccc3F)c3ccccc3n2)cc1OC,?,16µM*,?,-19%,?,-20%,3%,-1,-13%
CCc1ccc(-n2nc3cc(C)c(NC(=O)c4cccc5ccccc45)cc3n2)cc1,7%,?,.,.,.,9%,.,12,.
Cc1ccc(C(=O)NNC(=O)c2ccccc2)cc1S(=O)(=O)N1CCCCC1,-8%,0%,-5%,4%,8,-2%,-10%,1,7%
CCS(=O)(=O)Nc1cccc(C2=NN(C(C)=O)C(c3cccs3)C2)c1 (configuration not stated),-2%,-10%,-19%,-1%,-9,-6%,-16%,-2,-12%
CCOC(=O)c1sc(NC(=O)CN2CCCC2)c(C(=O)OCC)c1C,19%,3%,18%,21%,-5,-1%,-5%,8,12%
Cc1ccc(NS(=O)(=O)c2cccc3nsnc23)cc1,-1%,-24%,4%,12%,23,-1%,-5%,4,6%
Cc1cccc(C)c1NC(=O)CC(C)c1ccccc1 (configuration not stated),16%,7%,3%,14%,-22,1%,-5%,-9,11%
Cc1cc(C)c(S(=O)(=O)n2cnc(C)c2)c(C)c1,-16%,19%,.,.,.,0%,.,9,.

The results go on.
SMILES,GLP1R cytotox,KB-V1 MDR tox,MCF10A rereplic,HT1080 IDH1KD tx,IL-1B inflam inh,KB-3-1 cytotox,SW480 rerep,D3 ag,HT1080NT lethal
C=CCn1c2ccccc2c2nnc(SCCN3CCCCC3)nc21,-12%,-8%,15%,-8%,-14,?,-3%,-16,-16%
O=C(c1ccco1)N1CCN(c2ncnc3c(-c4ccc(Cl)cc4)nsc23)CC1,7%,-1%,6%,7%,7,22%,-1%,4,20%
Cc1cc(=O)n2[nH]c(NCc3c(F)cccc3Cl)nc2n1,20%,-7%,-35%[inhibitor],-6%,-2,-2%,-13%,3,9%
COc1ccccc1N1CCN(C(=O)c2cc(-c3ccc(Cl)cc3)on2)CC1,5%,-17%,-15%,-15%,0,3%,2%,26,-6%
CCC/C=C/c1ccc(CN2C(C(C)C)C(=O)N(Cc3cn(CCC4OCCO4)nn3)CCS2(=O)=O)cc1 (configuration not stated),-28%,13%,.,?,-12,-20%,.,4,?
Cc1ccccc1NC(=O)CN1C(=O)N/C(=C\c2cccn2-c2cccc(C(=O)O)c2)C1=O,1%,6%,2%,8%,23,3%,1%,-5,3%
Cc1nnc(SCC(=O)Nc2ncc(Cl)cc2Cl)n1Cc1ccccc1,-1%,5%,-8%,1%,7,16%,-4%,2,0%
COc1ccccc1NC(=S)NC(NC(=O)C(C)C)C(Cl)(Cl)Cl (configuration not stated),0%,-10%,0%,?,0,0%,27%,0,?
Cc1cc(Cl)ccc1OCC(=O)N1CCC(c2nc3ccccc3s2)CC1,6%,?,.,.,.,?,.,6,.
Cc1ccc(S(=O)(=O)N(c2ccccc2)C2CCS(=O)(=O)C2)cc1 (configuration not stated),0%,1%,-5%,-2%,-2,-2%,-8%,-10,-3%
CCOc1cc(N2CCOCC2)c(OCC)cc1NC(=O)COC(=O)CCc1c[nH]c2ccccc12,-5%,1%,-2%,6%,7,5%,-6%,7,5%
O=C(NCCC1=CCCCC1)C1CCN(S(=O)(=O)c2cccc3nsnc23)CC1,26%,6%,-13%,-1%,-6,8%,0%,-6,11%
O=C(Nc1ccccc1N1CCN(C(=O)c2ccc(Cl)cc2)CC1)c1cccnc1,-20%,-2%,-185%[0.0737 µM],-18%,10,-5%,?,2,-10%
CC(=O)c1ccccc1NC(=O)COC(=O)c1cc2ccccc2[nH]1,-3%,9%,?,-13%,33,13%,-5%,4,-12%
COC(=O)C1CCCN1C(=O)c1cccs1 (configuration not stated),7%,-15%,?,-6%,1,-7%,12%,-4,1%
COc1ccc(NC(=O)NC(C)c2ccc3c(c2)OCO3)cc1OC (configuration not stated),-7%,-25%,1%,18%,i,?,-3%,2,9%
